# S3 lipid droplet – qHTS Assay for Lipid Storage Modulators in Drosophila S3 Cells; lipid storage change, negative = inhibition, % at the top dose, mostly 46.1 µM; hits show Potency in µM; 320,000 tested, 0.64% active; AID 2685; Drosophila S3 cells, BODIPY lipid droplet fluorescence, 18-24 h; cells fed with added oleic acid; active means well fitted inhibition curve with a large enough effect in the signal ratio, with a control signal flat, not every such curve was filed as active; inconclusive means small, poorly fitted or top-dose-only effect, or effect the other way, or a change in a side signal; the % refers to the signal ratio
#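 Drosophila S3 cells got compounds at several concentrations plus oleic acid (400 uM solution). Laser-scanning cytometry with 488 nm excitation read lipid droplets at 500-530 nm and cells at 575-640 nm. Percent activity was relative to 20 uM Triacsin C.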
# S3 lipid droplet cell count max – recorded beside S3 lipid droplet, whose call it bears; cell number change, %; measured here: cell count max response;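 cells counted by Cell Tracker Red CMTPX staining in the red channel; peak over a dose series mostly up to 46.1 µM; percent activity relative to internal control wells on each plate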
# The depositor's hits bear a star; i = inactive; ? = inconclusive; . = not tested or not shown; [ ] = remark or other dose. On the % scale 0 is the no-effect control and ±100 the full control effect; potency means the concentration at half of the fitted maximal effect. Some of the compounds tested (hit frequency here may not be typical).
SMILES,S3 lipid droplet,S3 lipid droplet cell count max
Cc1cccc(C(=O)N/N=C/c2ccc(OC3CSC3)cc2)c1,?,.
COCCN(CCOC)S(=O)(=O)c1ccc(C(=O)Nc2ccc(S(=O)(=O)Nc3nccc(C)n3)cc2)cc1,?,.
Cc1ccccc1NC(=O)CSc1ccsc1[N+](=O)[O-],-13%,12
COC(=O)c1cc(OC)c(OC)cc1NC(=O)c1ccc(OC)c(OC)c1,?,.
O=C(COC(=O)c1ccccn1)NCc1cccs1,-4%,-9
Cc1ccc(S(=O)(=O)N(CC(=O)Nc2ccccc2C(=O)O)c2ccccc2C)cc1,?,.
Cc1cc(/C=N/n2cnnc2)c(C)n1-c1ccc(OCc2ccc(Cl)cc2Cl)cc1,?,.
CCOC(=O)CNS(=O)(=O)CCN1C(=O)c2ccccc2C1=O,?,.
Cc1cc2c(cc1S(=O)(=O)N1CCN(c3ccccc3)CC1)OCCN2C,25%,-3
COc1cccc(/C=C/C(=O)Nc2cccc(C(C)=O)c2)c1OC,?,.
O=Cc1ccc(N2CCCCCC2)cc1,?,.
O=C(CCC(=O)N1CCN(Cc2ccc(F)cc2)CC1)Nc1nnc(C2CCCCC2)s1,?,.
CC(C)c1nc2ccccc2n1CC(O)COC1CCCCC1 (stereo not given),i,.
C=CCN(CC=C)Cc1c(C)[nH]c2ccc(C(=O)OCC)cc2c1=O,?,.
Clc1ccc(C2=NN(c3ccccc3)C(c3ccco3)C2)cc1 (stereo not given),4%,-16
COc1ccc(NC(=O)NN2CCN(C)CC2)cc1OC,?,.
CC(NC(=O)COC(=O)CCN1C(=O)C2CC=CCC2C1=O)c1ccc(Br)cc1 (stereo not given),9.2µM*,1.7*
COc1ccc(-n2nc3c(=O)[nH][nH]c3cc2=O)cc1,6%,-19
CCCNC(=O)CN1C(=O)NC2(CCCc3cc(OC)ccc32)C1=O (stereo not given),i,0
CCN1c2ccccc2S(=O)(=O)c2ccccc21,1.8µM*,-15*
NC(=O)c1ccc(OCC(F)(F)C(F)(F)C(F)(F)C(F)(F)C(F)(F)C(F)F)cc1,-10%,24
Cc1c(CN2CCCC(CO)(Cc3cccc(Cl)c3)C2)cnn1C (stereo not given),15%,-2
COc1ccc(OCC(=O)N/N=C/c2ccc(O[C@@H]3O[C@H](CO)[C@@H](O)[C@H](O)[C@H]3O)cc2)cc1,-3%,1
COC(=O)c1ccc(NC(=S)NCCC2=CCCCC2)cc1,-9%,-9
Cn1c(=O)cc(OCC(=O)NCc2ccccn2)c2ccccc21,-19%,-3
# (more compounds)
SMILES,S3 lipid droplet,S3 lipid droplet cell count max
CCOC(=O)c1[nH]c(COC(=O)C2CC(=O)N(Cc3ccccc3)C2)c(C(=O)OCC)c1C (stereo not given),i,-14
O=C(NC(=S)Nc1nc(-c2cccc([N+](=O)[O-])c2)cs1)c1ccccc1Cl,?,.
Cc1ccc(NC(=O)CN(C)C2CCCCC2)cc1Br,-1%,-22
Cc1c(O)ccc2c(O)c(NC(=O)c3ccc4c(c3)CCC(C)(C)O4)c(=O)oc12,-1%,1
CCCNC(=O)c1n[nH]c2c1CC(C(C)(C)CC)CC2 (stereo not given),17%,-6
CCc1ccc2[nH]c(=O)c(C(c3nnnn3CCOC)N3CCN(c4ccccc4)CC3)cc2c1 (stereo not given),?,.
O=C(C(c1ccccc1)c1ccccc1)N1CCN(Cc2ccco2)CC1,-7%,-14
CCOC(=O)CC1=C(C(=O)OCC)C(c2cccs2)C(C#N)=C(N)O1 (stereo not given),7%,-2
COc1ccc(N(S(=O)(=O)c2ccccc2)S(=O)(=O)c2ccccc2)c(N)c1,?,.
c1ccc(-c2nnc(OCc3cccnc3)c3ccccc23)cc1,?,.
Cc1ccc(NC(=O)c2ccco2)c(NC(=O)c2ccccc2C)c1,?,.
CC1=C(C(=O)Nc2ccccc2)C2(CCCCC2)C(C(N)=O)C(=S)N1 (stereo not given),?,.
NC(=O)CCCc1nc(-c2ccccc2)no1,12%,-1
COc1ccc(-n2nnc3c(=O)n(CC(=O)NCC4CCCO4)cnc32)cc1 (stereo not given),i,8
Cc1ccccc1OCCn1nc(C(=O)O)c2ccccc2c1=O,?,.
CCCCC1CCC(C(=O)N(C)CC(=O)Nc2cccc(F)c2)CC1 (stereo not given),0.65µM*,21*
Cc1ccc(S(=O)(=O)N(CC(=O)N/N=C\c2cccs2)c2cccc3cccnc23)cc1,19%,-1
c1ccc(-c2cc3n(c2)CCc2ccccc2-3)cc1,3%,8
CC(=O)c1c(C)nn(CC(O)COc2ccc3c(c2)CCC3)c1C (stereo not given),i,.
COc1ccc(CN2CCNC(=O)C2CC(=O)NCCc2c[nH]c3ccccc23)c(OC)c1 (stereo not given),-10%,7
O=C(Cc1ccccc1)NC(Nc1ccccc1)C(Cl)(Cl)Cl (stereo not given),i,-12
O=C(CCCOC(=O)c1ccc(O)cc1O)c1ccc(Br)cc1,?,.
Cc1cc(C)nc(SCC(N)=O)n1,4%,15
CN1CCN(C(=O)c2ccccc2NC(=O)c2ccc(C(C)(C)C)cc2)CC1,i,2
COc1ccc(Cl)cc1CSc1n[nH]c(C)n1,?,.
# The list goes on.
SMILES,S3 lipid droplet,S3 lipid droplet cell count max
CC1(C)CC(=O)c2cnc(NC3CC3)nc2C1,?,.
O=Cc1c(N2CCCCCC2)nc2ccccn2c1=O,?,.
CCOc1ccc(N(CC(=O)NCc2ccco2)S(=O)(=O)c2ccc(OC)c(OC)c2)cc1,i,.
CCC(=O)N1CCC(C(N)=O)(N2CCCCC2)CC1,2%,14
COC(=O)c1ccc(N2CCOCC2)c(NC(=O)c2ccc3c(c2)OCCO3)c1,?,.
O=C(NCCCN1CCOCC1)c1ccccc1NS(=O)(=O)c1ccc(Br)cc1,?,.
COC(=O)CCc1c(C)c(C(=O)c2ccco2)c2ccccn12,i,27
CCOc1ccccc1NC(=O)C1CCCN(S(=O)(=O)c2cccc3cccnc23)C1 (stereo not given),?,.
Cc1ccc(NC(=S)NC2CC3CCC(C2)N3Cc2ccco2)cc1C (stereo not given),-5%,-20
NC(=O)C1CCN(CCC(=O)Nc2ccc(Br)cc2)CC1,?,.
CN(CC(=O)Nc1ccc(F)cc1)C(=O)Cn1c(=O)oc2ccccc21,?,.
O=C(O)/C=C/C(=O)Nc1ccc(S(=O)(=O)N2CCCC2)cc1,-7%,18
CC(C)c1ccc(NC(=O)c2ccc(NC3=NC4CS(=O)(=O)CC4S3)cc2)cc1 (stereo not given),?,.
Cc1ccsc1CN(C)C(=O)CCc1nnc(COc2ccccc2)o1,?,.
COc1ccc(CN2C(=O)c3cccnc3C2=O)cc1S(=O)(=O)N1CCOc2ccc(C)cc21,?,.
Cc1ccc(C(=O)N2CCC(C(=O)NC3CCCC3)CC2)cc1,-14%,6
O=C(CNS(=O)(=O)c1ccccc1)OCC(=O)c1ccc(OC(=O)c2ccccc2)cc1,-5%,-6
COc1ccc(Cn2cnc3c([N+](=O)[O-])c(C)c(C)cc32)cc1,4%,-7
CCC(=O)N1CCc2cc(OC)c(OC)cc2C1COc1ccccc1OC (stereo not given),-23%,0
CC(C)CC(=O)Nc1nc2ccc(S(=O)(=O)N3CCOCC3)cc2s1,5%,8
O=C(CC12CC3CC(CC(C3)C1)C2)NC(=S)Nc1ccc(CN2CCOCC2)cc1,i,.
Cc1nc2ccccc2c(=O)n1NC(=O)c1ccc(Cl)cc1,?,.
CCOc1ccc(Oc2cc(C)nc(SC)n2)nn1,2%,-20
Cc1c(C(=O)NCc2ccc3c(c2)OCO3)sc2nc(-c3ccccc3)cn12,17%[9.22 µM],2
CC(C)(C)NC(=O)CN(C(=O)CSc1nnc(COc2ccccc2)o1)c1cccc(F)c1,?,.

# Not a retest: an excerpt of the list.
SMILES,S3 lipid droplet,S3 lipid droplet cell count max
CCOc1ccccc1NC(=O)C1CCCN(S(=O)(=O)c2cccc3cccnc23)C1 (stereo not given),?,.
Cc1ccc(NC(=S)NC2CC3CCC(C2)N3Cc2ccco2)cc1C (stereo not given),-5%,-20
NC(=O)C1CCN(CCC(=O)Nc2ccc(Br)cc2)CC1,?,.
CN(CC(=O)Nc1ccc(F)cc1)C(=O)Cn1c(=O)oc2ccccc21,?,.
O=C(O)/C=C/C(=O)Nc1ccc(S(=O)(=O)N2CCCC2)cc1,-7%,18
CC(C)c1ccc(NC(=O)c2ccc(NC3=NC4CS(=O)(=O)CC4S3)cc2)cc1 (stereo not given),?,.
Cc1ccsc1CN(C)C(=O)CCc1nnc(COc2ccccc2)o1,?,.
COc1ccc(CN2C(=O)c3cccnc3C2=O)cc1S(=O)(=O)N1CCOc2ccc(C)cc21,?,.
Cc1ccc(C(=O)N2CCC(C(=O)NC3CCCC3)CC2)cc1,-14%,6
O=C(CNS(=O)(=O)c1ccccc1)OCC(=O)c1ccc(OC(=O)c2ccccc2)cc1,-5%,-6
COc1ccc(Cn2cnc3c([N+](=O)[O-])c(C)c(C)cc32)cc1,4%,-7
CCC(=O)N1CCc2cc(OC)c(OC)cc2C1COc1ccccc1OC (stereo not given),-23%,0
CC(C)CC(=O)Nc1nc2ccc(S(=O)(=O)N3CCOCC3)cc2s1,5%,8
O=C(CC12CC3CC(CC(C3)C1)C2)NC(=S)Nc1ccc(CN2CCOCC2)cc1,i,.
Cc1nc2ccccc2c(=O)n1NC(=O)c1ccc(Cl)cc1,?,.
CCOc1ccc(Oc2cc(C)nc(SC)n2)nn1,2%,-20
Cc1c(C(=O)NCc2ccc3c(c2)OCO3)sc2nc(-c3ccccc3)cn12,17%[9.22 µM],2
CC(C)(C)NC(=O)CN(C(=O)CSc1nnc(COc2ccccc2)o1)c1cccc(F)c1,?,.

# The listing continues.
SMILES,S3 lipid droplet,S3 lipid droplet cell count max
CCCCOC(=O)Nc1ccc(S(=O)(=O)Nc2onc(C)c2C)cc1,9%,8
O=C(CSc1nnc(-c2ccncc2)n1-c1ccccc1)Nc1ccc(C(=O)O)cc1,2%,4
CN(C)CCCN1c2ccccc2CCc2ccccc21,5%,9
Cc1nc2ccc(Cl)cc2nc1C,6%,16
CCOC(=O)c1c(C)n(CCOc2ccccc2)c2ccc(O)cc12,i,.
Cc1ccc(-c2ccc(SCC(=O)N3CCCc4ccccc43)nn2)cc1,-6%,-1
COc1ccc(Cl)cc1N/C(N)=N/c1nc(CSc2ccc(C)cc2)cc(=O)[nH]1,i,.
O=C(COC(=O)CCNS(=O)(=O)c1cccs1)Nc1ccccc1,?,.
Cn1c(=O)c2sccc2n2c(CCCC(=O)Nc3ccccc3)nnc12,?,.
O=C(Cn1c(-c2ccccn2)nc2ccccc21)N/N=C/c1ccccn1,0%,6
O=C1CCCc2nc3c(cc21)C(O)Oc1c-3ccc2ccccc12 (stereo not given),?,.
COC(=O)c1cc(S(=O)(=O)NCC2CCN(Cc3ccc(Cl)cc3)CC2)c[nH]1,9%,-3
COC(=O)c1ccccc1OC(=O)c1ccc(Br)o1,?,.
CN(CC(=O)Nc1ccccc1Cl)C(=O)Cn1cnc2ccccc2c1=O,?,.
COc1ccc(-c2nc3cc([N+](=O)[O-])ccc3o2)cc1OC,?,.
CCN(CC)c1ccc(/C=N/N2CCN(Cc3cccc4ccccc34)CC2)c(O)c1,8%,4
Cc1cccn2c(=O)c(/C=C(\C#N)C(=O)NC3CCS(=O)(=O)C3)c(Oc3ccccc3Cl)nc12 (stereo not given),?,.
Cc1cc(CNC(=O)Cc2c(F)cccc2Cl)nn1C,?,.
Cc1cc(C(=O)N/N=C/c2ccc(Br)o2)n[nH]1,?,.
O=C1OCCC1Sc1nnc(-c2cccc(Br)c2)o1 (stereo not given),21µM*,-11*
CC(C)(C)NC(=O)CSC(=Nc1ccc(F)cc1)NC#N,-15%,10
CC(NC(=O)CCN1C(=O)c2ccccc2S1(=O)=O)c1ccccc1 (stereo not given),?,.
COC(CN(C(=O)CCl)C(C(=O)NC1CCCC(C)C1C)c1ccc(C)cc1)OC (stereo not given),5%,10
O=C(Nc1ccc(S(=O)(=O)Nc2ccccn2)cc1)c1ccccc1,?,.
O=S(=O)(Nc1ccc(F)cc1)N1CCOCC1,i,-10
# Remaining list, next part.
SMILES,S3 lipid droplet,S3 lipid droplet cell count max
O=C(COC(=O)c1c[nH]c(=O)[nH]c1=O)Nc1ccccc1Br,?,.
CC(C)C(NC(=O)c1ccco1)C(=O)OCC(=O)Nc1ccc(C(N)=O)cc1 (stereo not given),?,.
CC(=O)c1cccc(OCc2cc(C(=O)N3C[C@H]4CC[C@H]3C4)no2)c1,?,.
O=C(COc1ccccc1)NCC(=O)N/N=C/c1ccc(Cl)cc1,-6%,15
O=C(CCS(=O)(=O)c1cc2c(cc1Cl)NC(=O)CO2)NCc1ccccc1,?,.
CCNc1ccc(S(=O)(=O)NCCN(C)C)cc1[N+](=O)[O-],?,.
Cc1cc(C)cc(NC(=O)Cn2nnc(C(=O)NCc3ccc4c(c3)OCO4)c2N)c1,i,16
Cc1ccc(C)c(CS(=O)(=O)c2cn(CC(=O)N3CCCCC3)c3ccccc23)c1,0%,-11
CC(C)N(Cc1ccccc1)C(=O)C1CCN(c2ncnc3c2nc2n3CCCCC2)CC1,-25%,2
COCCn1cc(C(=O)NCCCOC(C)C)c2c3ccccc3n(C)c2c1=O,?,.
CN(C(=O)CCCN1CCCC1=O)C1CCCN(Cc2ccccc2F)C1 (stereo not given),i,6
Cc1cc(C)n(-c2cccc(Cl)c2)c(=O)c1C#N,-13%,2
Cc1cc(C)nc(SCc2nnc(SCC(=O)Nc3nccs3)n2C)n1,9%,4
CC(C)OCCCNC(=O)CCc1nc(-c2ccccc2)no1,?,.

# Screening results as filed in PubChem.
